Screening results from PubChem BioAssay.
GSIS activator: GLuc luminescence reporter in INS-1E cells, primary screen for activators of glucose-dependent secretion of insulin; INS-1E GLuc reporter insulin secretion, 2-3 h; activation, % at 16.6 µM; 0.61% of 370,000 active; AID 743287, 2014;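 active means lowest replicate activation of at least 40%, so every replicate reaches that level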;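 further: 0% = median of neutral control wells and 100% = median of IBMX positive control wells; some compounds called inactive have numbers as strong as hits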
LGR2 inh: inhibitors of bursicon-induced LGR2 CRE-luciferase signal, primary screen, cell-based, HEK293, CRE-luciferase reporter, bursicon stimulation; Drosophila bursicon receptor LGR2 (rickets); bursicon-stimulated, 4 h; inhibition, % at 9.99 µM; 0.35% of 380,000 active;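 active means drop in luminescence signal, shown as inhibition above about 50% in the replicate tests, limit read from the data, passing the limit was not always enough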;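 further: agonist challenge used bursicon conditioned medium at about half maximal strength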
Statin myotox sup: suppressors of statin myotoxicity in C2C12 myotubes, primary screen, cell-based, single point, plate reader; C2C12 myotubes + simvastatin, ATP luminescence, 48 h; scaled: DMSO 0, geranylgeraniol control 100; rescue of ATP level, % at 7.49 µM; 0.78% of 330,000 active; AID 602340, 2012;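 active means mean ATP rescue above about 67%, or every replicate alone reaching that limit, limit read from the data, passing the limit was not always enough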;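 further: myotubes were challenged with 10 µM simvastatin during compound exposure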
PGC1a acetyl inh: inhibitors of PGC1a acetylation signal, primary screen, cell-based, U2OS, AlphaScreen, inhibitor mode; 0.17% of 350,000 active; inhibition, % at 15.6 µM; AlphaScreen anti-acetyl-lysine; with virally co-expressed GCN5 acetyltransferase; AID 651687, 2012;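 active means every replicate shows inhibition of at least 40%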;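 further: 0% = neutral control wells and 100% = positive control wells; some results beyond the cut were filed as inactive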
PAX8 reporter: inhibitors of PAX8-driven TPO luciferase reporter, primary screen, RMG-I cells, single concentration. SteadyGlo, 24 h. inhibition, % at 12.6 µM. 1.2% of 360,000 active. AID 652154, 2013;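 active means mean replicate inhibition at least 60% with every replicate also reaching 60%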;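 further: luciferase light reporting Pax8 driven TPO promoter activity; plate controls were median of neutral control wells for no effect and mitoxantrone controls for full effect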
Cneo AK release: Cryptococcus neoformans cell lysis inducers, primary screen, AK release luminescence, single concentration; C. neoformans lysis, adenylate kinase release luminescence, 4 h; normalised: neutral wells 0, clomiphene wells 100; lysis activity, % at 15 µM; 0.2% of 360,000 active;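 active means mean lysis activity across replicates of at least 80%, whatever share of replicates individually reach that level; inactive means mean lysis activity below 80%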
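Material: C. neoformans cells; Schedule: 4 h static compound exposure, 37 °C, read 1 h post-reagent; Measured by: adenylate kinase release luminescence; Read-out: signal increase indicating cell lysis; Controls: Clomiphene as positive lysis control.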
ARNT-TACC3 inh: disruptors of ARNT/TACC3 protein interaction, primary screen, biochemical, AlphaScreen, single concentration; Transforming acidic coiled-coil-containing protein 3 (Homo sapiens), Q9Y6A5; AlphaScreen His-ARNT PAS-B/GST-TACC3 binding, luminescence; TACC3 fragment carries E629A point mutation; inhibition, % at 9.99 µM; 0.66% of 390,000 active;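 active means mean inhibition of replicates at least 50% and at least half of replicates each reaching 50%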;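 further: 0% = complete ARNT plus TACC3 wells and 100% = ARNT alone without TACC3; many hits fall short of the cut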
PglD inh: C. jejuni PglD acetyltransferase inhibitors, primary screen, biochemical, DTNB colorimetric, single point | inhibition, % at 12.5 µM | UDP-N-acetylbacillosamine N-acetyltransferase PglD (Campylobacter jejuni) | purified PglD enzyme, DTNB colorimetric CoA detection | 0.098% of 360,000 active; in the data active means inhibition above about 16%, passing the limit was not always enough; further: strong numbers were not always called active
* hit, by the source's call; nt = not tested or not shown.

Screens in order – GSIS activator, LGR2 inh, Statin myotox sup, PGC1a acetyl inh, PAX8 reporter, Cneo AK release, ARNT-TACC3 inh, PglD inh
CCN(C[C@H]1N[C@@](C)(C(=O)OC)[C@H]2C(=O)N(Cc3ccccc3)C(=O)[C@@H]12)S(=O)(=O)c1ccccc1
  -9, -12, 9, 10, 10, -1, -1, 3
NS(=O)(=O)c1ccc(-n2nc(C(=O)O)cc2-c2ccc(Cl)cc2)cc1
  6, 12, nt, -2, -8, nt, -8, nt
CC1CCC2(CC1)SCC(=O)N2c1ccccc1 (stereo not drawn)
  nt, nt, 10, 2, nt, 0, 0, 3
O=C(Cc1ccc(-n2c(=O)[nH]c3ccccc3c2=O)cc1)N1CCN(c2cccc(Cl)c2)CC1
  nt, nt, 0, -46, 3, 1, -2, -6
Cc1ccc(S(=O)(=O)N[C@@H]2CC[C@H](CC(=O)N3CCc4ccccc4C3)O[C@H]2CO)cc1
  -8, -7, 4, 9, 9, 14, -3, -1
O=C(NCC[C@H]1CC[C@H](NS(=O)(=O)c2ccc(F)cc2)[C@H](CO)O1)Nc1ccc(Cl)cc1
  -22, -11, 10, -6, -23, 24, -3, 3
O=C(c1ccc(Br)o1)N1CCN=C1SCc1cccnc1
  4, 0, 5, 29, -7, 0, 1, 2
CCCN(CCC)C(=O)c1c(C)[nH]c(C(=O)OCC)c1C
  -1, 2, 11, nt, 14, -1, nt, -4
CO[C@H]1CN(C)C(=O)c2ccc(NC(=O)C3CCCC3)cc2OC[C@@H](C)N(CCC(F)(F)F)C[C@@H]1C
  -22, -8, -13, 3, nt, -2, -8, 1
COc1ccc(CCNC(=O)c2cccc(NC3=NC4CS(=O)(=O)CC4S3)c2)c(OC)c1 (stereo not drawn)
  7, -12, 3, 5, 4, 3, -1, -3
CC1CCCCC1NC(=O)C1CCC(CNS(=O)(=O)c2ccc3c(c2)C(C)(C)C(=O)N3C)CC1 (stereo not drawn)
  -18, -4, -14, -4, -2, -1, nt, -6
COCCOC(=O)c1c(C)n(C)c2ccc(OC(=O)c3ccco3)cc12
  nt, nt, -20, 9, nt, 7, -5, -1
Cc1ccc(C2c3c(oc4ccccc4c3=O)C(=O)N2c2nnc(C(C)C)s2)o1 (stereo not drawn)
  -14, -9, 3, 0, 7, 1, nt, -5
C[C@H](CO)N1C[C@H](C)[C@@H](CN(C)C(=O)c2ccccn2)Oc2cc(C3=CCCC3)ccc2S1(=O)=O
  21, -4, -17, 7, nt, 1, 2, 0
CSCCc1nc(SCC(=O)Nc2nnc(C)s2)[nH]c1C
  nt, nt, -6, 2, nt, -2, -5, -5
CNC(=O)COC(=O)CCC(=O)c1cccs1
  2, -17, nt, -1, 0, nt, -5, nt
CN1CCN(C(=O)C[C@@H]2C[C@H]3c4cc(NC(=O)Nc5ccccc5F)ccc4O[C@H]3[C@H](CO)O2)CC1
  4, -3, -3, 0, -2, 4, -4, -3
Cc1ccc(NC(=S)NC(=O)c2c(-c3ccccc3Cl)noc2C)cc1
  nt, nt, 0, nt, 0, 6, 4, -2
C=CCN1C(=O)C(O)(CC(=O)c2ccc(N)cc2)c2ccccc21 (stereo not drawn)
  nt, nt, 1, 0, nt, -1, 0, -8
COc1cc(C=NNc2ccc(S(=O)(=O)Nc3ccccc3C(=O)O)cc2[N+](=O)[O-])ccc1O
  0, 14, 4, 4, -1, 0, 18, -1
Cc1cc(N2CCCC2=O)cc(C)c1S(=O)(=O)NCCOc1ccccc1
  36, 11, 10, 3, nt, 1, -2, 1
CN(CCc1ccccn1)C(=O)CCC1CCCN(C(=O)NC2CCCCC2)C1 (stereo not drawn)
  7, -19, nt, 2, -4, nt, 1, nt
CO[C@H]1O[C@H](CO)[C@@H](OC(=O)Nc2ccccc2)[C@H](OC(=O)Nc2ccccc2)[C@H]1OC(=O)Nc1ccccc1
  nt, nt, nt, nt, 43, -4, 16, 7
O=C(O)c1cc(S(=O)(=O)N2CCN(S(=O)(=O)c3ccc4ccccc4c3)CC2)ccc1Br
  nt, nt, -11, 3, 2, -2, -6, 1
O=C(CSCc1ccc(Cl)cc1)N/N=C/c1ccc(Cl)cc1Cl
  nt, nt, 11, 4, nt, 1, 1, 5
COC(=O)c1ccc(Oc2c(Cl)cccc2[N+](=O)[O-])cc1
  3, 5, -6, 1, -4, 0, 3, -5
CN1CCN(c2ccc(-c3cc(NC=O)c4ncc(-c5ccc(F)cc5)n4c3)cc2)CC1
  6, -26, 5, nt, -61, -10, nt, -6
Cc1c(NC(=O)CN(C)CC(=O)Nc2ccc(F)c(F)c2F)c(=O)n(-c2ccccc2)n1C
  5, -6, nt, nt, 10, nt, 3, nt
CN1CC2(C)OC(=O)C(Cl)=C2CC1c1ccccc1 (stereo not drawn)
  4, -9, nt, nt, 2, nt, -1, nt
COc1ccc(S(=O)(=O)NCc2ccccn2)cc1
  -1, -1, 4, -7, -3, -3, 6, -1

3 entries already listed, ordered by the value under PglD inh, descending.
canonical_smiles | GSIS activator | LGR2 inh | PGC1a acetyl inh | ARNT-TACC3 inh | PglD inh
Cc1cc(N2CCCC2=O)cc(C)c1S(=O)(=O)NCCOc1ccccc1 | 36 | 11 | 3 | -2 | 1
Cc1ccc(S(=O)(=O)N[C@@H]2CC[C@H](CC(=O)N3CCc4ccccc4C3)O[C@H]2CO)cc1 | -8 | -7 | 9 | -3 | -1
Cc1ccc(C2c3c(oc4ccccc4c3=O)C(=O)N2c2nnc(C(C)C)s2)o1 (stereo not drawn) | -14 | -9 | 0 | nt | -5

The list goes on:
Screens in order – GSIS activator, LGR2 inh, Statin myotox sup, PGC1a acetyl inh, PAX8 reporter, Cneo AK release, ARNT-TACC3 inh, PglD inh
C[C@@H]1CN([C@H](C)CO)C(=O)c2cc(NC(=O)Nc3ccc4c(c3)OCO4)ccc2O[C@H]1CN(C)C(=O)Nc1ccccc1
  8, -8, 11, 0, -1, 1, 7, 1
COc1ccc(C2CC3(CC(C)(C)NC(=O)N3)Oc3cc(O)ccc32)cc1 (stereo not drawn)
  nt, nt, 3, -4, 14, 1, 7, -8
O=C(O)CSc1nnc(-c2ccccc2)o1
  nt, nt, 2, nt, nt, -1, -5, 1
C[C@@H]1CN([C@@H](C)CO)C(=O)c2cccc(NS(C)(=O)=O)c2O[C@@H]1CN(C)C(=O)Nc1ccccc1
  5, 10, 7, -1, -11, -2, -2, 5
CN(C)C(=O)C[C@@H]1CC[C@@H]2[C@H](COC[C@@H](O)CN2Cc2nccs2)O1
  8, -15, -12, 5, -8, -1, -7, -1
Cc1ccc(S(=O)(=O)CC(=O)Nc2nnc(C(C)(C)C)s2)cc1
  0, -22, -7, 3, -1, -1, -1, 2
Cn1c(=O)c2c(nc(N3CCOCC3)n2CCSc2ncccn2)n(C)c1=O
  -1, -4, 13, 11, -14, -2, -8, -1
Cc1ccc(/C=C/C(=O)N2CCN(c3ccc(F)cc3)CC2)o1
  7, nt, 20, -4, -1, -1, 6, -1
Cc1cccc(-n2c(SCC(=O)c3c(N)n(C4CC4)c(=O)[nH]c3=O)nnc2N2CCOCC2)c1
  9, -6, 9, 3, -1, -2, -4, 0
O=C(C[C@@H]1C[C@@H]2c3cc(NC(=O)Nc4ccc(C(F)(F)F)cc4)ccc3O[C@@H]2[C@H](CO)O1)NCc1ccc(Cl)cc1
  -3, 16, 2, 4, -24, 1, 9, 3
CCC(C)NC(=O)C1c2ccccc2C(=O)N(c2ccc(OC)cc2)C1c1ccc(OC)cc1 (stereo not drawn)
  21, nt, -28, -12, nt, 0, 0, -2
CCC(=O)Nc1cccc(NC(=S)NC(=O)c2ccc(Cl)cc2Cl)c1
  -13, -31, nt, nt, -79, nt, 0, nt
COc1ccc(C)cc1N(C(=O)c1ccco1)C(C(=O)NC1CCCC1)c1cc(OC)c(OC)c(OC)c1 (stereo not drawn)
  -16, -1, -2, -11, -22, -4, 1, 9
Cc1cc(C(=O)N/N=C/c2cccnc2)c2ccccc2n1
  23, 3, -5, nt, 6, 4, -1, 0
C[C@@H]1CN([C@@H](C)CO)C(=O)c2cc(NC(=O)Nc3ccc(C(F)(F)F)cc3)ccc2O[C@@H]1CN(C)Cc1ccc(C(F)(F)F)cc1
  5, 8, -85, 2, -1, -3, 1, -1
CSc1nc2ccccc2n1C(=O)NC1CCCCC1
  nt, nt, -5, -5, nt, -2, 2, 6
COc1ccc(CC(=O)Nc2ccc(/C(C)=N/NC(=O)c3ccc(OC)cc3OC)cc2)cc1
  nt, -13, -10, nt, nt, 0, -5, -2
CN1C(=O)c2ccc(NC(=O)c3c(F)c(F)c(F)c(F)c3F)cc2C1=O
  nt, nt, 0, -15, nt, -1, -2, 3
O=C(c1[nH]c(C(F)(F)F)nc1-c1ccccc1)N1CCC2(CC1)C(=O)NCN2c1ccccc1
  -4, 2, -7, 1, -1, -1, nt, 5
CC1CN(/C(=N\S(=O)(=O)c2ccccc2)c2ccccc2)CC(C)O1 (stereo not drawn)
  25, 5, 13, 4, -1, nt, 15, nt
Cc1c(Br)cccc1NC(=O)C1(C)CCN1C(C)C (stereo not drawn)
  4, 3, 25, 10, -16, 2, nt, -3
CCCNC(=O)[C@H]1[C@H](CO)[C@H]2Cn3c(ccc(-c4cccc(F)c4)c3=O)[C@H]2N1C(=O)CC
  -5, 10, 1, 4, -14, -4, -4, 4
CCOC(=O)c1c(C)[nH]c(C)c1C(=O)COC(=O)c1cc(OC)cc(OC)c1
  -25, -4, nt, -37, 15, nt, -3, nt
Cc1cccc(OCCNC(=O)c2cccc(Oc3ccc(C(F)(F)F)cc3[N+](=O)[O-])c2)c1
  -31, 22, nt, nt, 10, nt, -5, nt
CNC(=O)C[C@@H]1CC[C@@H]2[C@H](COc3ccc(NC(=O)c4ccc5c(c4)OCO5)cc3C(=O)N2C)O1
  4, 2, -18, 3, 3, 0, 7, 0

A portion from further up:
Screens in order – GSIS activator, LGR2 inh, Statin myotox sup, PGC1a acetyl inh, PAX8 reporter, Cneo AK release, ARNT-TACC3 inh, PglD inh
CCCNC(=O)[C@H]1[C@H](CO)[C@H]2Cn3c(ccc(-c4cccc(F)c4)c3=O)[C@H]2N1C(=O)CC
  -5, 10, 1, 4, -14, -4, -4, 4
CCOC(=O)c1c(C)[nH]c(C)c1C(=O)COC(=O)c1cc(OC)cc(OC)c1
  -25, -4, nt, -37, 15, nt, -3, nt
Cc1cccc(OCCNC(=O)c2cccc(Oc3ccc(C(F)(F)F)cc3[N+](=O)[O-])c2)c1
  -31, 22, nt, nt, 10, nt, -5, nt
CNC(=O)C[C@@H]1CC[C@@H]2[C@H](COc3ccc(NC(=O)c4ccc5c(c4)OCO5)cc3C(=O)N2C)O1
  4, 2, -18, 3, 3, 0, 7, 0
